Screening results as filed in PubChem.
UGM FP inh: Mtb UDP-galactopyranose mutase inhibition. P9WIQ1. purified UGM, fluorescence polarization probe displacement. inhibition, % at 10 µM. hit rate 0.06% among 320,000; in the data active means inhibition above about 10%, passing the limit was not always enough; inconclusive means no clear call, values can overlap the other calls
BoNT-F LC inh: inhibitors of Botulinum neurotoxin F light chain protease; Multiplex microsphere protease cleavage assay, flow cytometry; inhibition, % at 10 µM; hit rate 0.22% among 360,000; in the data active means inhibition above about 35%, passing the limit was not always enough; inconclusive means no clear call, values can overlap the other calls; further: plate controls were buffer without enzyme for full effect and enzyme alone for no effect
BioA inh: inhibitors of Mycobacterium tuberculosis BioA enzyme. purified M. tuberculosis BioA enzyme, plate reader. inhibition, % at 9.99 µM. hit rate 0.096% among 360,000. AID 602481; in the data active means inhibition above about 40%; inconclusive means no clear call, values can overlap the other calls
MazF activator: activators of E. coli MazEF toxin-antitoxin RNase; P0AE70; FAM/BHQ RNA-DNA oligo cleavage fluorescence, 5 h; AID 504720; activation, % at 20 µM; hit rate 0.32% among 350,000; in the data active means activation above about 50%
Target sequence (P0AE70 whole entry, looked up): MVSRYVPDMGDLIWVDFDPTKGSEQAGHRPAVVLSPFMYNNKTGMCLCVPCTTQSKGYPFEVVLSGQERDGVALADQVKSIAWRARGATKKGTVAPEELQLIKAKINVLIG
Mtb FBA inh: inhibits M. tuberculosis FBA enzyme; inhibition, % at 1 µM; hit rate 2.3% among 360,000; AID 588726; P9WQA3; purified M. tuberculosis FBA, fluorescence read-out; in the data active means inhibition above about 27%;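 further: 0% = vehicle and 100% = reference inhibitor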
Target sequence (P9WQA3 whole entry, looked up): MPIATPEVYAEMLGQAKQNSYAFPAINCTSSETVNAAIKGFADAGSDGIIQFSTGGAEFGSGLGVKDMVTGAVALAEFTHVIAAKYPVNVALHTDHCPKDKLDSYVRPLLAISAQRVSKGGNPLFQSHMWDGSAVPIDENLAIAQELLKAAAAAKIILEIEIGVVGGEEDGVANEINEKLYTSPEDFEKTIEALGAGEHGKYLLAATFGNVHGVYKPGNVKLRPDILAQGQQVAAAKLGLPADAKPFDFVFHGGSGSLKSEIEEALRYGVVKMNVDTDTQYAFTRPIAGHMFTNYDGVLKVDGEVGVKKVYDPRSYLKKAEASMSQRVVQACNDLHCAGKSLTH
GDH-TPI counter: inhibits GDH-TPI coupling enzymes, artifact for Mtb FBA screen; GDH-TPI coupled enzyme counterscreen, NADH absorbance; inhibition, % at 4.8 µM; hit rate 1.2% among 360,000; in the data active means inhibition above about 30%;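 further: 0% = DMSO wells and 100% = wells lacking the enzyme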
PrPC surface inh: cell surface PrPC inhibition, primary TR-FRET screen; TR-FRET read-out; AID 720596; inhibition, % at 13.8 µM; P04156; hit rate 0.43% among 370,000; in the data active means inhibition above about 24%; further: 0% = median of the test wells and 100% = reference compound wells
FadD28 FP inh: M. tuberculosis FadD28 bisubstrate binding inhibition. FadD28 bisubstrate probe binding, fluorescence polarization. inhibition, % at 12.5 µM. hit rate 0.22% among 360,000. AID 588549; in the data active means inhibition above about 8.5%, passing the limit was not always enough; inconclusive means no clear call, values can overlap the other calls
Rv3671c inh: Rv3671c (M. tuberculosis) protease inhibition. hit rate 0.048% among 320,000. inhibition, % at 5.96 µM. AID 2606. P9WHR9; in the data active means inhibition above about 38%;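 further: extracellular domain of Rv3671c used as enzyme; 0% = enzyme with DMSO and 100% = no enzyme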
Target sequence (P9WHR9 whole entry, looked up, the tested form may be a part): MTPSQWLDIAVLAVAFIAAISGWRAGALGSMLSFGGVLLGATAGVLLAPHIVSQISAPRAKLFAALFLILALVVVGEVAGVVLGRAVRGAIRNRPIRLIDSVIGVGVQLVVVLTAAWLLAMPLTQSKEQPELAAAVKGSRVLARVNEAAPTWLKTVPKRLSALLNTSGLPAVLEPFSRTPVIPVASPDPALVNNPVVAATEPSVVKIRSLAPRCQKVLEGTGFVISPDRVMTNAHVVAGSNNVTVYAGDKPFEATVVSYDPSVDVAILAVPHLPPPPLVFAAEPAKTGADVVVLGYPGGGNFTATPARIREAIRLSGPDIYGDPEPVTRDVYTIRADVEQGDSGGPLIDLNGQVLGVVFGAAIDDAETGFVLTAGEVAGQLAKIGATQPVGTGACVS
* = called active by the depositor; ? = inconclusive; . = not tested or not shown.

The line under a structure holds: PrPC surface inh | Mtb FBA inh | UGM FP inh | MazF activator | BioA inh | FadD28 FP inh | GDH-TPI counter | BoNT-F LC inh | Rv3671c inh
CN1CCN(C(=O)c2cc(S(=O)(=O)Nc3ccccc3F)c(Cl)cc2Cl)CC1
→ 3 | 4 | -1.4 | 1 | 2.2 | -0.2 | 5 | -4 | -2
O=C(CCCn1c(=S)[nH]c2cc3c(cc2c1=O)OCO3)N1CCc2ccccc2C1
→ -3 | 1 | -0.2 | -6 | 2.0 | 0.2 | 16 | -12 | -29
COc1ccc(OCC(=O)Nc2ccccc2N2CCCCC2)cc1
→ 7 | -3 | -0.8 | -7 | 0.4 | -1.7 | -3 | -4 | -9
Cc1ccsc1C(=O)OCC(=O)NCCC1=CCCCC1
→ -1 | 0 | -3.7 | 6 | . | -4.2 | -6 | -5 | 0
COc1ccc(C(=O)NC2CC3CCCC(C2)N3Cc2ccccc2)c(OC)c1 (stereo not given)
→ 3 | 17 | -1.7 | 15 | 1.9 | -1.1 | -6 | 11 | 1
COc1ccc(NS(=O)(=O)c2cccc(C(=O)N3CCN(Cc4ccc5c(c4)OCO5)CC3)c2)cc1
→ 3 | 2 | -3.2 | 2 | 2.7 | -1.8 | 4 | -2 | -2
O=C(NCC(c1ccco1)N1CCCCC1)c1cnc(Cl)c(Cl)c1 (stereo not given)
→ -3 | 3 | -1.8 | 2 | 0.4 | -3.0 | 0 | 15 | -4
Nc1nc(-c2nonc2N)no1
→ -3 | -2 | -1.2 | 1 | . | -2.6 | 0 | -2 | 8
CC(C)(O)C#Cc1ccc(C(=O)N2CCN(c3ccc(Cl)cc3)CC2)cc1
→ -12 | 0 | -0.1 | 5 | . | -3.7 | 5 | -2 | -4
CC(=O)c1ccc(N2CCN(S(=O)(=O)c3ccc(-c4cc(C)no4)s3)CC2)cc1
→ 3 | 2 | 1.5 | -35 | 1.7 | -5.2 | 3 | -6 | -9
COC(=O)c1c([N+](=O)[O-])c(OC)c(OC)c(OC)c1[N+](=O)[O-]
→ -5 | -3 | -1.6 | -5 | 1.1 | 0.0 | 4 | 2 | 0
CCOCCCNC(=O)/C(C#N)=C/c1ccc(Cl)c([N+](=O)[O-])c1
→ -1 | 3 | -1.3 | 4 | -0.9 | -0.9 | -2 | 1 | 3
O=C(Cc1cccc(C(F)(F)F)c1)NCc1cccnc1
→ -1 | 2 | 1.1 | 0 | -0.4 | -2.7 | 2 | 10 | -11
CC(C(=O)OCC(=O)NC1CCCCC1)N1C(=O)c2ccccc2C1=O (stereo not given)
→ 3 | -2 | -0.4 | 5 | -0.7 | 0.4 | -4 | -5 | 3
O=S(=O)(Nc1cccc(CO)c1)c1cccs1
→ 5 | -2 | -0.9 | 6 | 0.6 | -4.3 | -7 | -30 | 5
COc1ccc(S(=O)(=O)N2CCCOC2CNC(=O)C(=O)NCCc2ccco2)cc1OC (stereo not given)
→ -3 | 0 | 4.7 | 0 | -0.1 | -3.1 | 0 | -6 | 1
Cc1ccc(N(CC(=O)NC(C)C)C(=O)CCC(=O)Nc2ccccn2)c(C)c1
→ -7 | 3 | . | 10 | -0.3 | -0.8 | -11 | -2 | .
CN1/C(=C\C(=O)COC(=O)CN2C(=O)C3CC=CCC3C2=O)C(C)(C)c2ccccc21 (stereo not given)
→ 9 | 8 | 2.5 | -1 | 1.4 | -1.7 | 37* | -12 | -26
COc1ccc(CCNC(=O)CN2c3cccc4cccc(c34)S2(=O)=O)cc1
→ -4 | 4 | . | -12 | 0.4 | -2.8 | 1 | 3 | .
Oc1ccccc1-c1nc(NCC2CCCO2)c2ccccc2n1 (stereo not given)
→ 11 | 0 | 1.0 | 6 | . | -2.3 | 10 | 19 | -11
CCOC(=O)N1C(=O)C2(CCCCC2)N(c2ccccc2Cl)C1=S
→ -4 | -8 | 0.3 | 0 | . | -6.5 | -11 | -5 | 3
COc1ccc(C(=O)NCc2ccccn2)cc1[N+](=O)[O-]
→ -3 | 0 | 1.1 | -2 | . | -1.6 | -2 | -4 | -3
O=C(CSc1nncs1)Nc1ccc2[nH]c(=O)[nH]c2c1
→ 0 | 2 | -1.6 | -27 | 14 | -3.3 | -13 | 6 | 3
Nc1n[nH]c(CCCO)n1
→ 6 | -7 | 0.3 | 0 | -1.8 | -3.6 | 2 | -12 | -10
Cc1cc2[nH]c(=O)c(=O)[nH]c2cc1S(=O)(=O)NCc1ccccc1
→ 1 | 33* | 0.1 | 13 | 2.1 | -5.0 | 7 | 2 | -2
CCCS(=O)(=O)NC(=O)C1(C)CCN(C(=O)c2ccc(SC(F)(F)F)cc2)C1 (stereo not given)
→ 3 | -1 | . | . | -1.0 | -1.9 | -3 | 0 | .
C=CCn1cc(C(=O)NCCCOCC)c(=O)c2cc(S(=O)(=O)N(CC)CC)ccc21
→ 3 | 0 | -0.2 | -9 | 4.7 | -0.3 | 20 | 2 | -4
C[C@@]12C(=O)Nc3cc(F)ccc3C(=O)N1[C@H]1c3cc(Br)ccc3OC[C@@H]1[C@@H]2c1ccccc1
→ 16 | -2 | 1.7 | -9 | -0.9 | -6.8 | 3 | -2 | -57
Cn1c(SCc2nnc3n2CCCCC3)nc2ccccc21
→ -4 | 1 | 3.4 | -4 | -0.7 | -1.0 | 6 | -5 | 5
COc1ccc(NC(=O)C2(C)Cc3c(-c4ccc(N(C)C)cc4)ccnc3O2)cc1 (stereo not given)
→ 1 | 33* | . | . | 0.0 | 0.1 | 19 | -2 | .

Complete entries, looked up by structure. Screens in order: PrPC surface inh, Mtb FBA inh, UGM FP inh, MazF activator, BioA inh, FadD28 FP inh, GDH-TPI counter, BoNT-F LC inh, Rv3671c inh
O=C(Cc1cccc(C(F)(F)F)c1)NCc1cccnc1 is listed as -1, 2, 1.1, 0, -0.4, -2.7, 2, 10, -11
Cc1cc2[nH]c(=O)c(=O)[nH]c2cc1S(=O)(=O)NCc1ccccc1 is listed as 1, 33*, 0.1, 13, 2.1, -5.0, 7, 2, -2

A second format for part of the listing above:
O=C(CCCn1c(=S)[nH]c2cc3c(cc2c1=O)OCO3)N1CCc2ccccc2C1
  PrPC surface inh = -3; Mtb FBA inh = 1; UGM FP inh = -0.2; MazF activator = -6; BioA inh = 2.0; FadD28 FP inh = 0.2; GDH-TPI counter = 16; BoNT-F LC inh = -12; Rv3671c inh = -29
CCOC(=O)N1C(=O)C2(CCCCC2)N(c2ccccc2Cl)C1=S
  PrPC surface inh = -4; Mtb FBA inh = -8; UGM FP inh = 0.3; MazF activator = 0; BioA inh = .; FadD28 FP inh = -6.5; GDH-TPI counter = -11; BoNT-F LC inh = -5; Rv3671c inh = 3
Cc1ccsc1C(=O)OCC(=O)NCCC1=CCCCC1
  PrPC surface inh = -1; Mtb FBA inh = 0; UGM FP inh = -3.7; MazF activator = 6; BioA inh = .; FadD28 FP inh = -4.2; GDH-TPI counter = -6; BoNT-F LC inh = -5; Rv3671c inh = 0
O=S(=O)(Nc1cccc(CO)c1)c1cccs1
  PrPC surface inh = 5; Mtb FBA inh = -2; UGM FP inh = -0.9; MazF activator = 6; BioA inh = 0.6; FadD28 FP inh = -4.3; GDH-TPI counter = -7; BoNT-F LC inh = -30; Rv3671c inh = 5

The list goes on:
The line under a structure holds: PrPC surface inh | Mtb FBA inh | UGM FP inh | MazF activator | BioA inh | FadD28 FP inh | GDH-TPI counter | BoNT-F LC inh | Rv3671c inh
COc1ccc(C(C)=NNS(=O)(=O)c2ccc(C)cc2)cc1OC
→ 4 | 5 | . | 6 | 0.4 | -1.2 | 9 | -8 | .
CCCN(CCC)C(=O)C1CC(=O)OC12CCOC(C)(C)C2 (stereo not given)
→ -1 | 1 | 0.6 | -5 | 0.7 | -1.5 | -1 | 4 | -7
COc1ccc(C2/C=C\CN(S(=O)(=O)c3cccc4cccnc34)CC(=O)N2Cc2ccc(F)cc2)cc1 (stereo not given)
→ -1 | 1 | 2.1 | -2 | -0.2 | 0.0 | 4 | -5 | -10
CCn1c(SCC(=O)Nc2ccc3c(c2)OCO3)nc2c(c1=O)SC(C)C2 (stereo not given)
→ 0 | 1 | 2.5 | 17 | 16 | -1.8 | 16 | -7 | 2
CCN(Cc1ccc2c(c1)OCCO2)C(=O)CN1C(=O)NC2(CCCCC2)C1=O
→ -3 | 1 | -2.3 | -19 | -0.4 | -1.2 | -2 | -4 | -4
CCOC(=O)C1(O)CC(C)=NN1C(=O)c1cccc(Cl)c1 (stereo not given)
→ -4 | -4 | 4.7 | 3 | -0.9 | 1.8 | 0 | 2 | -2
CCn1c(SCc2ccccc2)nc2c(c1=O)SCC2
→ 3 | 1 | 0.0 | -9 | . | 1.0 | 7 | -6 | -4
O=C(Cc1nc(-c2cnccn2)no1)NNC(=O)Nc1ccccc1
→ 4 | 1 | -1.1 | 4 | . | -0.6 | 0 | ? | -1
CN1CCC[C@H]1CCNC(=O)c1c(-c2ccsc2)sc2ccccc12
→ -12 | 6 | -2.5 | 4 | -1.9 | 0.3 | 1 | -6 | 0
COc1ccccc1C(=O)NC1CC(C)(C)NC(C)(C)C1
→ -2 | 1 | 0.3 | 6 | -3.5 | 0.2 | -7 | 0 | 6
NNC(=O)CCN1CCN(C(c2ccccc2)c2ccccc2)CC1
→ -5 | 6 | -0.1 | -3 | . | -0.2 | 5 | -9 | 6
CCOC(=O)c1ccc(N2C(=O)[C@@H](c3ccccc3)[C@H]2c2ccccc2)cc1
→ 3 | 3 | 1.4 | 3 | -2.2 | 0.1 | 0 | 1 | -9
COc1cccc(/C=N/n2c(N)nc3ccccc32)c1OC
→ -7 | -3 | 5.5 | 0 | -0.6 | 0.4 | 12 | -2 | 10
CS(=O)(=O)c1ccc(NCCc2ccc(S(N)(=O)=O)cc2)c([N+](=O)[O-])c1
→ -51 | -3 | 1.9 | 1 | -4.6 | . | 10 | 2 | -2
Cc1ccc(CN2CCN(CC(=O)N3CCC4(CC3)OCCO4)C2=O)cc1
→ -7 | -1 | 1.9 | -5 | -1.3 | -5.1 | -4 | 2 | -2
